GPR7 antag = human neuropeptides B/W receptor 1 antagonism; GPR7-expressing cells, fluorescence antagonist assay; inhibition, % at 4.4 µM; hit rate 1.1% among 290,000; AID 1861; in the data active means inhibition above about 16%, passing the limit was not always enough;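 further: cells stimulated with the agonist NPW; 0% = agonist with vehicle and 100% = vehicle without agonist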
IDE inh = inhibits human insulin-degrading enzyme in HEK cells; AID 434962; P14735; inhibition, % at 5.59 µM; hit rate 0.41% among 320,000; FAbetaB cleavage, fluorescence polarization;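 active means percent inhibition above the average of all tested compounds plus 3 SD, set per screening campaign, cut at about 16% in these data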;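 further: IDE supplied by intact live HEK cells; FP after avidin binding of uncleaved biotin substrate so inhibition keeps polarization high; 0% = DMSO wells and 100% = 60 µM reference IDE inhibitor Ii1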
Target sequence (P14735 whole entry, looked up): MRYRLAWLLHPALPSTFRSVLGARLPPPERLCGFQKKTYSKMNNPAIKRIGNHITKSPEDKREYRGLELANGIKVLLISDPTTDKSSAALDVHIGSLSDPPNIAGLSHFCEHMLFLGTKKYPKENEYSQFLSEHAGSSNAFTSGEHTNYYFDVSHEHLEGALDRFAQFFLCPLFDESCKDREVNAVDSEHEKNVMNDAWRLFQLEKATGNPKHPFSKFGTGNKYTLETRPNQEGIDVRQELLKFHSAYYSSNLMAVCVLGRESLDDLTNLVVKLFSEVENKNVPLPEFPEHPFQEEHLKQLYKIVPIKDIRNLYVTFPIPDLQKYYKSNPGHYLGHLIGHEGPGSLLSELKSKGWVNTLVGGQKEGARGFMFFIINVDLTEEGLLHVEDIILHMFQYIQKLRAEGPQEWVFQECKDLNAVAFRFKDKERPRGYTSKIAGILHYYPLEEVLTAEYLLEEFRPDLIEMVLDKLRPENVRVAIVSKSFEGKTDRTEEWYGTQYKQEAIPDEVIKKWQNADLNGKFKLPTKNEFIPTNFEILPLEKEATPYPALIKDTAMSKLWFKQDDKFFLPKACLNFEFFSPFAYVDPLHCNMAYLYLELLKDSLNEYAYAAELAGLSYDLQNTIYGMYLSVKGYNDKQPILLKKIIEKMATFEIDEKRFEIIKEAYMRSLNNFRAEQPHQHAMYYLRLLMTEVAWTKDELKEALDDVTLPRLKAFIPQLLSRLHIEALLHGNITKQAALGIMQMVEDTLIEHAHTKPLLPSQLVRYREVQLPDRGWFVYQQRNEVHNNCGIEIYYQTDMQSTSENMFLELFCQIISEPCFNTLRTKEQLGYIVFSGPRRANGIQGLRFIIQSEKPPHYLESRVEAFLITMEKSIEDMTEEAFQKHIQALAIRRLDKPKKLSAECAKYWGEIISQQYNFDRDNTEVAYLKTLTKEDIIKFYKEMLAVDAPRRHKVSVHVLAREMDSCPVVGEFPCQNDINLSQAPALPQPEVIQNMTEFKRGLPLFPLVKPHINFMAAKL
NALP1 inh = NALP1 inhibition | S. cerevisiae NALP1/ASC/caspase-1 growth, X-gal OD620, 72 h | inhibition, % at 10 µM | hit rate 0.61% among 280,000; in the data active means inhibition mostly above about 24%, no sharp cut-off; inactive means mostly below about 32%; further: some compounds called inactive have numbers as strong as hits
VIM-2 inh = blocks Pseudomonas aeruginosa VIM-2 metallo-beta-lactamase | inhibition, % at 5.6 µM | purified VIM-2, nitrocefin hydrolysis, epi-absorbance fluorescence | hit rate 0.89% among 290,000;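 active means inhibition above the mean of all tested compounds plus 3 SD, cutoff set per screening run, cut at about 7.5% in these data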;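 further: red hydrolysis product quenches plate fluorescence so inhibitors raise well fluorescence; 0% = enzyme with DMSO and 100% = DMSO without enzyme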
PHOSPHO1 block = PHOSPHO1 (human) inhibition; Q8TCT1; recombinant PHOSPHO1, absorbance phosphatase assay; inhibition, % at 13.3 µM; hit rate 1.1% among 290,000; AID 1565; in the data active means inhibition above about 60%
p-CIP stab down = compounds decreasing mouse p/CIP protein stability; decrease of EGFP signal, % at 10 µM; hit rate 0.01% among 290,000; Q05BA5; F442A p/CIP-EGFP cells, EGFP fluorescence, 16 h;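 active means EGFP signal decrease of at least 30% at 10 µM or well 3 SD below plate mean, unless failing retest; inactive means the rest, including hits failing retest or dose response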; further: some compounds called inactive have numbers as strong as hits; many of its hits are not listed in these tables
M18AAP inhibitor = blocks P. falciparum M18 aspartyl aminopeptidase; inhibition, % at 7.35 µM; hit rate 1.2% among 290,000; recombinant PfM18AAP, H-Glu-NHMec fluorogenic cleavage;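 active means inhibition above the campaign mean inhibition over all tested compounds plus 3 SD, cut at about 28% in these data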;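 further: 0% = plate median of test compound wells and 100% = 2 mM ZnCl2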
IMP-1 inhibitor = inhibitors of Pseudomonas aeruginosa IMP-1 metallo-beta-lactamase | purified IMP-1, nitrocefin hydrolysis, epi-absorbance fluorescence | inhibition, % at 5.6 µM | hit rate 0.45% among 290,000;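 active means inhibition above the mean plus 3 SD of all compounds in the same screening run, cut at about 4.5% in these data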;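 further: 0% = IMP-1 with DMSO and 100% = DMSO wells lacking enzyme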
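assay system = purified recombinant IMP-1 metallo-beta-lactamase enzyme | schedule = 15 min preincubation plus 25 min reaction at 25 °C | signal = Epi-absorbance fluorescence, 480 nm excitation, 530 nm emission | read-out basis = percent inhibition from optical density relative to buffer-blank wells | controls = IMP-1 with DMSO as 0%, enzyme-free DMSO as 100%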
IDE cell activ = activators of human insulin-degrading enzyme in cells; P14735; HEK cells, FAbeta-B cleavage, fluorescence polarization; 0% vehicle, 100% cell-free pure enzyme wells; activation, % at 5.96 µM; hit rate 0.073% among 340,000; AID 493087;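 active means activation above the mean of all tested compounds plus 3 SD, set per screening campaign, cut at about 17% in these data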
Starred values were filed as active, the others as inactive; / = no result given.

SMILES | GPR7 antag | IDE inh | NALP1 inh | VIM-2 inh | PHOSPHO1 block | p-CIP stab down | M18AAP inhibitor | IMP-1 inhibitor | IDE cell activ
N/C(Cn1cncn1)=N\NC(=O)C(=O)Nc1cccc(C(F)(F)F)c1 | -3 | 7 | -20 | -2.6 | 60* | 1 | -3 | -3.4 | 7
S=C(NCc1ccc2c(c1)OCO2)NCc1ccco1 | 4 | 7 | -20 | -0.5 | -6 | -5 | 1 | -2.9 | -5
CC(=O)Nc1cccc(NC(=O)CSc2nn3c(=O)c(C)nnc3s2)c1 | / | 3 | -26 | / | 27 | -7 | / | / | 6
CC(C)C(=O)NS(=O)(=O)c1ccc(NS(C)(=O)=O)cc1 | -11 | 1 | 1 | -2.8 | -8 | -1 | 1 | -4.7 | 5
COC(=O)c1c(NS(C)(=O)=O)sc2c1CCCC2 | -8 | -4 | 5 | -2.2 | 24 | 4 | 12 | -5.1 | -3
O=C(O)c1cccc(-n2cccc2/C=C2\SC(=O)N(Cc3ccccc3F)C2=O)c1 | -6 | 0 | 12 | -2.5 | 8 | -11 | 3 | -1.5 | 0
COc1ccc(-c2nnc(SCC(=O)c3cc(C)n(Cc4cccs4)c3C)o2)cc1 | -4 | 8 | 6 | 0.3 | 7 | -10 | -12 | -2.2 | 2
CC1CN(Cc2ccccc2)c2ccccc2NC1=S (stereo not drawn) | 0 | -2 | 8 | -4.8 | -32 | -32 | 1 | -3.1 | 0
CCN(/C=N/S(=O)(=O)c1ccc(Cl)cc1)CC | -4 | -1 | -7 | -1.3 | 22 | -10 | 2 | -2.6 | 3
COc1ccc2oc(C(=O)OCC(=O)N3CCC(C)CC3)c(C)c2c1 | 0 | 7 | 13 | -1.0 | 36 | 3 | 4 | -2.7 | 1
Cc1ccc(S(=O)(=O)N2C(=O)C(c3ccccc3)SC2=Nc2ccccc2)cc1 (stereo not drawn) | 0 | 2 | -4 | -4.0 | 26 | -10 | -30 | -5.7 | -2
Cc1cc(NC(=O)c2cccc(S(=O)(=O)N3CCCCC3)c2)no1 | -15 | 0 | 21 | 3.0 | 24 | 6 | -14 | 1.1 | 6
CN(c1ccccc1C(=O)NCc1ccco1)S(C)(=O)=O | -2 | 1 | 23 | -1.7 | -10 | -10 | 11 | -3.3 | 4
CCOCCCNC(=O)c1ccc2c(c1)N(CC)C(=O)c1ccccc1S2=O (stereo not drawn) | -4 | -9 | 10 | -0.4 | 33 | -4 | -8 | -2.2 | -1
CCCCNC(=O)N1CCCC(C(=O)c2cc(C)c(OC)c(C)c2)C1 (stereo not drawn) | -14 | 3 | 21 | -3.1 | 44 | 3 | -1 | -2.7 | 6
CCN1CCn2c3c(c4cc(C)ccc42)CCCC31 (stereo not drawn) | -13 | -2 | -6 | -1.4 | 14 | -9 | 6 | -2.2 | 3
CCCCNC(=O)CSc1nnc(-c2ccc(S(=O)(=O)N3CCCC3)cc2)n1C | -14 | 7 | 5 | -0.1 | 4 | 10 | -5 | -1.1 | 3
O=C(O)C(Cc1ccc(Cl)cc1)NS(=O)(=O)c1ccc(Cl)cc1 (stereo not drawn) | 16 | -1 | 17 | -0.2 | 27 | -12 | 2 | -1.3 | 6
COc1ccc(CNC(=O)C(C)N(Cc2ccccc2OC)C(=O)c2snc(C(N)=O)c2N)cc1 (stereo not drawn) | -4 | 0 | -2 | 1.4 | 31 | -14 | 5 | -2.3 | 0
O=c1c(=Nc2ccccc2O)c(=O)c2ccccc12 | -7 | -2 | 6 | -0.3 | 30 | -14 | 22 | -3.0 | 3
c1csc(-c2nn3c(Cn4nnc5ccccc54)nnc3s2)c1 | 3 | 3 | 30 | 0.0 | -3 | -9 | -8 | 0.0 | 5
Cc1cc(Nc2ccc(F)cc2C)n2ncnc2n1 | -2 | 1 | 25 | -0.3 | -2 | -3 | 3 | -4.2 | 8
O=c1cc(CO)oc(CN2CCCC2)c1O | -5 | 0 | 24 | -0.9 | 12 | 2 | 13 | 8.3* | -5
CCOCCCNC(=O)CN1C(=O)NC(Cc2c[nH]c3ccccc23)C1=O (stereo not drawn) | -5 | -5 | -11 | -3.3 | 33 | 5 | 1 | -2.1 | 2
CCCN1CC(=O)N2C(c3ccccc3)c3[nH]c4ccccc4c3C[C@H]2C1=O (stereo partly drawn) | 0 | / | 6 | -1.4 | -25 | -8 | 2 | -1.7 | 4
CCCCCC(=O)Nc1ccc(S(=O)(=O)Nc2nccnc2OC)cc1 | -12 | -1 | -1 | -2.5 | -2 | 8 | 5 | -0.7 | -4
CCOc1ccc2c(c1)[N+](C)(C)C(C)(C)C=C2C | -9 | 0 | -10 | 0.7 | -96 | -7 | -14 | 0.8 | /
CN1CCC(=NNC(=O)C(=O)Nc2cccc(Br)c2)CC1 | -3 | 8 | 18 | -0.5 | -1 | 2 | -7 | -2.4 | -2
COc1ccc(OC)c(NC(=O)C(CCSC)NS(=O)(=O)c2cccs2)c1 (stereo not drawn) | 5 | -3 | 13 | -0.8 | 4 | 19 | 0 | -1.2 | 3
COc1cc(CNc2ccc3[nH]c(=O)[nH]c3c2)cc(Cl)c1OCC(=O)NC(C)(C)C | -7 | -4 | 0 | -1.8 | 16 | 3 | 0 | -2.3 | 3
COc1cccc(NC(=O)CCCNC(=O)Cn2cnc3sc(C)c(C)c3c2=O)c1 | -10 | -5 | 22 | 1.5 | 30 | -5 | 4 | -2.3 | 3
Nn1cnnc1N/N=C/c1cccc(Cl)c1Cl | -17 | / | 4 | -3.3 | 37 | 6 | 52* | -3.5 | -5
O=C(CSc1nc(-c2ccc(F)cc2)cs1)N1CCN(C(=O)c2ccco2)CC1 | 3 | 11 | 13 | -3.0 | 28 | -2 | 1 | -2.0 | 3
CCCCNC(=O)C1(O)c2ccccc2NC(=O)N1c1ccc(Cl)cc1 (stereo not drawn) | 16 | 0 | 6 | 2.1 | / | 0 | -7 | 0.5 | 1
CN1C/C(=C/c2ccsc2)C(=O)/C(=C/c2ccsc2)C1 | -6 | 0 | / | -1.8 | 7 | 1 | 2 | -1.8 | -1
O=C(O)c1ccc(COc2ccc([N+](=O)[O-])cc2)o1 | -12 | 3 | 12 | -2.0 | 30 | -20 | 4 | -2.3 | 2
CC(Sc1nnc(CNC(=O)c2ccccc2F)n1C)C(=O)Nc1nccs1 (stereo not drawn) | -9 | 0 | 6 | -1.8 | 10 | -12 | -3 | -1.9 | 3
Cc1ccc(S(=O)(=O)N2CCN(C(=O)C3CCN(C(=O)c4ccccc4C)CC3)CC2)cc1C | -5 | 6 | -2 | 0.2 | 27 | 3 | 3 | -0.3 | 0
C/C(=N\NC(=O)C(O)(c1ccccc1)c1ccccc1)c1ccc(C)o1 | 5 | 0 | 27 | -2.2 | -6 | -3 | 12 | 0.5 | 1
O=C(c1ccc2c(c1)OCO2)N1CCN(c2ccc(Cl)cc2)CC1 | 13 | 5 | 22 | -0.7 | -3 | -3 | -5 | -1.0 | -1
Cc1ccc(C)c(C(C)NC(=O)c2ccccc2Br)c1 (stereo not drawn) | -4 | -2 | 19 | -3.0 | 2 | -3 | 2 | -2.2 | 1
Cc1ccccc1NC(=S)N1CCN(c2ccccc2)CC1 | 8 | 0 | 17 | -1.0 | 44 | -1 | 4 | -2.1 | 2
CC(=O)c1sc(NC(=O)c2ccc(Br)o2)nc1C | -8 | 4 | 9 | -3.8 | 17 | -14 | 6 | -2.7 | 0
C=C(C)C(=O)Nc1cccc(C2=NOC3(C2)C[C@@H](C(N)=O)N(C(=O)C2(C)CC2)C3)c1 (stereo partly drawn) | / | -1 | 13 | / | 35 | 3 | / | / | -1
Cc1cc(Br)ccc1OCC(=O)NNC(=O)c1cnccn1 | 11 | -1 | 30 | -3.3 | 6 | 0 | 1 | -1.3 | 3
COC(=O)c1ccc2nc(NC(=O)C3CCCCC3)sc2c1 | -3 | 3 | 2 | -1.2 | 39 | -15 | 1 | -4.0 | -3
COc1cc(/C=N/Nc2cc(C)nc(N)n2)ccc1O | -10 | 1 | -25 | 0.5 | 20 | 2 | 8 | -3.1 | 5
COc1ccccc1OCCC(=O)OCCN1C(=O)c2ccccc2C1=O | -5 | -1 | 12 | -4.4 | -26 | -8 | 4 | -2.6 | 0
Cc1ccccc1OCC(=O)Nc1cc(Cl)ccc1Oc1ccccc1 | -4 | 10 | 26 | -2.0 | -16 | -8 | 26 | 0.0 | 1
Cc1ccc(CC23CN4CCN(CC(C4)C2O)C3)c(C)c1 (stereo not drawn) | -5 | 2 | 6 | -1.7 | -18 | 0 | 6 | -2.2 | -3

Sorted by count of non-hydrogen atoms (smallest number first): some entries from above.
SMILES | GPR7 antag | IDE inh | NALP1 inh | VIM-2 inh | PHOSPHO1 block | p-CIP stab down | M18AAP inhibitor | IMP-1 inhibitor | IDE cell activ
CC(=O)c1sc(NC(=O)c2ccc(Br)o2)nc1C | -8 | 4 | 9 | -3.8 | 17 | -14 | 6 | -2.7 | 0
COc1cc(/C=N/Nc2cc(C)nc(N)n2)ccc1O | -10 | 1 | -25 | 0.5 | 20 | 2 | 8 | -3.1 | 5
Cc1ccc(CC23CN4CCN(CC(C4)C2O)C3)c(C)c1 (stereo not drawn) | -5 | 2 | 6 | -1.7 | -18 | 0 | 6 | -2.2 | -3
Cc1cc(Br)ccc1OCC(=O)NNC(=O)c1cnccn1 | 11 | -1 | 30 | -3.3 | 6 | 0 | 1 | -1.3 | 3
Cc1ccccc1OCC(=O)Nc1cc(Cl)ccc1Oc1ccccc1 | -4 | 10 | 26 | -2.0 | -16 | -8 | 26 | 0.0 | 1
COc1ccccc1OCCC(=O)OCCN1C(=O)c2ccccc2C1=O | -5 | -1 | 12 | -4.4 | -26 | -8 | 4 | -2.6 | 0
C=C(C)C(=O)Nc1cccc(C2=NOC3(C2)C[C@@H](C(N)=O)N(C(=O)C2(C)CC2)C3)c1 (stereo partly drawn) | / | -1 | 13 | / | 35 | 3 | / | / | -1

More structures
SMILES | GPR7 antag | IDE inh | NALP1 inh | VIM-2 inh | PHOSPHO1 block | p-CIP stab down | M18AAP inhibitor | IMP-1 inhibitor | IDE cell activ
COc1cc(/C=C2\C(=N)N3N=C(CC(=O)N4CCOCC4)SC3=NC2=O)cc(OC)c1OC | -6 | -5 | 2 | 0.5 | 22 | -17 | -4 | 0.3 | 6
Cn1cccc1CC(=O)N/N=C/C=C/c1ccco1 | -4 | 1 | 17 | -6.5 | -11 | -11 | 5 | -2.0 | 1
O=C(C(c1ccccc1)c1ccccc1)N(Cc1ccco1)C1CCS(=O)(=O)C1 (stereo not drawn) | 4 | -2 | -15 | -2.2 | 11 | -10 | -2 | -1.2 | -3
N=c1oc2ccc3ccccc3c2cc1-c1nnc2n1CCCCC2 | -11 | -5 | -37 | -1.8 | -12 | -13 | 9 | -3.1 | -7
CCCn1c(NC(=O)c2ccc(C)cc2)nc2ccccc21 | -13 | -2 | -6 | -3.4 | 21 | 12 | -7 | -5.9 | 3
COc1ccc(N2C3=C(CC4=C2CC(C)(C)CC4=O)C(=O)CC(C)(C)C3)cc1 | -4 | 8 | -3 | 0.3 | -15 | 6 | 6 | -1.1 | -6
O=C(OCc1ccccc1)C1=[N+]([O-])OC(C(=O)OCc2ccccc2)C1c1c[nH]c2ccccc12 (stereo not drawn) | 0 | 4 | 24 | 13* | 45 | 6 | -6 | -1.2 | -3

Assay outcomes: PubChem, several laboratories
